Dicer inh – blocks human Dicer maturation of pre-miR-21; Q9UPY3; cat-ELCCA pre-miR-21 Dicer processing, chemiluminescence; active compounds read high; z-score at 25 µM; 6% of 47,000 active; in the data active means z-score above about 3, passing the limit was not always enough;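 further: plate controls were vehicle for no effect and no enzyme for full effect; higher signal means more uncleaved substrate so more Dicer inhibition; strong numbers were not always called active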
Target sequence (Q9UPY3 whole entry, looked up): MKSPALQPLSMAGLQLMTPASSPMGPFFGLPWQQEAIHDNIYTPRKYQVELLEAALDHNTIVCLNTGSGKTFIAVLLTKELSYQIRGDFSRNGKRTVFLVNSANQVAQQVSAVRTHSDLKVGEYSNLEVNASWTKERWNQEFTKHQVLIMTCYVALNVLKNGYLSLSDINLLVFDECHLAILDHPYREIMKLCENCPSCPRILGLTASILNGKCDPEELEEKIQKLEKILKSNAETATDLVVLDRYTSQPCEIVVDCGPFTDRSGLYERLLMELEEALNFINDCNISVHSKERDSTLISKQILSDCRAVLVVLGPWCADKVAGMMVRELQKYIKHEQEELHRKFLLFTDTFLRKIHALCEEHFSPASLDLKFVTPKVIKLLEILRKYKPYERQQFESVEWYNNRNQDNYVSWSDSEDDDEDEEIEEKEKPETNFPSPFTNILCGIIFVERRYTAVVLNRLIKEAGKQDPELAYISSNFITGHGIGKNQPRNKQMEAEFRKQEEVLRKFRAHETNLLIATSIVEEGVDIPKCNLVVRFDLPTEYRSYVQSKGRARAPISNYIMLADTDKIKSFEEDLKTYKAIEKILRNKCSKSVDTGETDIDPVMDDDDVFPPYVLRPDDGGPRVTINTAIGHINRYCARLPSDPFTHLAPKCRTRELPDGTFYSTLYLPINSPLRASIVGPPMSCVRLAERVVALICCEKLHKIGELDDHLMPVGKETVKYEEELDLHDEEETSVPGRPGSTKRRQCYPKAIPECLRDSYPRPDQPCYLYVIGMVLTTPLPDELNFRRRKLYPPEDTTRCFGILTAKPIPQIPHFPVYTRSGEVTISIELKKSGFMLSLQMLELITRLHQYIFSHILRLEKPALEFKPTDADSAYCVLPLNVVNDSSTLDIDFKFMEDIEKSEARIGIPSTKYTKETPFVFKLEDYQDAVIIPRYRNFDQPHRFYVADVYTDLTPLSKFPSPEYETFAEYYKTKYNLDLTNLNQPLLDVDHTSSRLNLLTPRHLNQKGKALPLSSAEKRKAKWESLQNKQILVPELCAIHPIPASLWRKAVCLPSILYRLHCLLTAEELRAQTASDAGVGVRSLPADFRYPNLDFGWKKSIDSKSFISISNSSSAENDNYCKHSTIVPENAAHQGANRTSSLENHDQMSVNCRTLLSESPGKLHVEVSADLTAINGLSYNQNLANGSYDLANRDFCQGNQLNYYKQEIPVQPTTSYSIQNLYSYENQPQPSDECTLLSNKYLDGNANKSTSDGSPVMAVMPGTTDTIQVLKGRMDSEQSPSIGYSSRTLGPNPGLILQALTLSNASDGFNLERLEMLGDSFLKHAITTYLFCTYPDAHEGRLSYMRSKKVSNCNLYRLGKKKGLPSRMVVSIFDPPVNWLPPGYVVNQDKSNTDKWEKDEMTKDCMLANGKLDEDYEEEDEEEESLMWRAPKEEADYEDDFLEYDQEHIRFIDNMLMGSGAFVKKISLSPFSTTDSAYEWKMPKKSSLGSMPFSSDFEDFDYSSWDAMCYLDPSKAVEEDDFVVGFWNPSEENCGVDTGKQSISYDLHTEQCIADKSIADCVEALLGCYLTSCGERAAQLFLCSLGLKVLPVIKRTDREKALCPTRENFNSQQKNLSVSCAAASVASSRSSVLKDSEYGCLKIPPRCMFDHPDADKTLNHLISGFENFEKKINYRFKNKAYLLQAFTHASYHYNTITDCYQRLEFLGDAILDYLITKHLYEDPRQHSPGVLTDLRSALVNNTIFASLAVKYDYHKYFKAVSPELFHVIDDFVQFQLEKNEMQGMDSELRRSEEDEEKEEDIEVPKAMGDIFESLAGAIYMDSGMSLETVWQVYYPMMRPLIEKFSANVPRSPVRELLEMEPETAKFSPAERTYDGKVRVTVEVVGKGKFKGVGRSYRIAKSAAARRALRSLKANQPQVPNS
* = called active by the depositor.

SMILES	Dicer inh
CC(C)OC(=O)c1cccc2c1-c1ccccc1C2=O	-0.32
COc1ccc(-c2ccc(C#N)c(SCc3ccccn3)n2)cc1	2.39
NC(=S)Cc1c(Cl)sc2ccc(Cl)cc12	-0.09
Cc1cccc(Cc2c(C)nc3nc(C(F)(F)F)[nH]n3c2=O)c1	-1.68
CC[n+]1c(C)n(-c2ccccc2)c2ccc(N)cc21	-0.55
COC(=O)c1cccc2c1C(=O)c1ccccc1-2	6.08
CCCC1=NN(c2ccc(S(N)(=O)=O)cc2)C(=O)C1	-4.3
Cc1nc(-n2cccc2)sc1C(=O)NN	-0.02
Clc1ccc(OCc2nc3ccccc3s2)cc1	-0.19
Cc1nn(-c2ccccc2)c2oc(=O)cc(-c3ccc([N+](=O)[O-])cc3)c12	-0.33
COC(=O)Nc1ccc(SC(F)(F)F)cc1	0.55
CC(C)(C)c1cc2nc(C(F)(F)F)cc(Sc3ccccc3)n2n1	-3.13
O=C(O)c1ccc(-n2ccc(C(F)(F)F)n2)cc1	-0.73
CC1(C)CC(=O)C(N=Nc2c(F)cccc2F)=C(O)C1	0.54
CCCCCCCNc1c2c3c(cccc3n(C)c1=O)C(=O)c1ccccc1-2	-0.78
Cc1sc2nc(-c3ccc(N4C(=O)CCC4=O)cc3)oc(=O)c2c1C	0.28
CN(C)C(=O)Cc1c(Cl)sc2ccccc12	2.43
CC(C)NCC(O)c1ccc(NS(C)(=O)=O)cc1 (configuration not stated)	0.01
COC(=O)c1cc(OC)c(OC)cc1N1C(=O)CCC1=O	0.03
CCCCNC(=O)OC(C)CNC(=O)OC (configuration not stated)	-0.4
CCOC(=O)N1CCc2c(sc3ncn(CC(C)=O)c(=O)c23)C1	-1.09
CC[n+]1c(/C=C(\C)Nc2ccccc2)sc2ccccc21	1.49
N#CC1=C2N=C(N)c3ccccc3N2C2=C(C(=O)CCC2)C1c1c(F)cccc1Cl (configuration not stated)	0.45
O=C(OCCS(=O)(=O)c1ncccc1Cl)c1cccc(Cl)c1	-0.34
C(=C\CSC1=NCCN1)/CSC1=NCCN1	0.3

Shown field by field: four of the compounds above
COC(=O)c1cccc2c1C(=O)c1ccccc1-2
  Dicer inh = 6.08
Cc1nc(-n2cccc2)sc1C(=O)NN
  Dicer inh = -0.02
Clc1ccc(OCc2nc3ccccc3s2)cc1
  Dicer inh = -0.19
Cc1cccc(Cc2c(C)nc3nc(C(F)(F)F)[nH]n3c2=O)c1
  Dicer inh = -1.68

Next compounds.
SMILES	Dicer inh
CCCS(=O)(=O)c1cc2cc(Cl)ccc2oc1=O	-0.29
CC(=O)Nc1nnc(CCS(=O)(=O)c2ccc(Cl)cc2)s1	0.11
O=C(c1nc2nc(-c3ccc(Cl)cc3)cc(C(F)(F)F)n2n1)N1CCOCC1	2.81
Cc1nn(-c2cccc(Cl)c2)c2c1C(c1cccnc1)C(C#N)=C(N)O2 (configuration not stated)	-8.5
CCOC(=O)c1sc(SC(C)C)c2c1CC(C)(C)CC2=O	-1.12
Cc1cc(C)nc(NS(=O)(=O)c2ccc(Nc3nc(-c4cccnc4)cs3)cc2)n1	-0.72
Nc1c(-c2ccc(Cl)cc2)cnn1-c1ccccc1	-0.06
CCOC(=O)CCCSc1nc(N)c2c3c(sc2n1)CCCC3	3.13*
CC(C)(C)c1ccc(OCC(O)CN2CCCCC2)cc1 (configuration not stated)	-2.33
CC(C)(C)OC(=O)NC1CCN(C(=O)CSCC(=O)O)CC1	0.85
COc1ccc(C2SCCN2S(=O)(=O)c2ccc(-c3ccccc3)cc2)cc1 (configuration not stated)	2.82
COc1ccc(-c2nn3c(-c4ccccc4)nnc3s2)cc1	-0.84
O=C(O)c1ccc(CSc2nnc(COc3ccccc3)o2)cc1	-0.03
Nc1ncnc2c1ncn2[C@@H]1O[C@H](CO)[C@H](O)C1O (some centres not stated)	1.41
CC(ONC(=O)c1cc(C(F)(F)F)cc(C(F)(F)F)c1)C(=O)Nc1ccc(Cl)cc1 (configuration not stated)	-0.69
CNc1ccccc1C(=O)NC(C)(C)C	-0.19
CC(=O)[C@H]1CC[C@H]2[C@@H]3C=CC4=CC(=O)CC[C@@]4(C)[C@@H]3CC[C@]12C	-1.76
Cc1ccc(Cn2cc(CO)c3ccccc32)cc1	-0.58
O=C(OCc1nccn1Cc1ccc(Cl)cc1)c1ccccc1Cl	0.45
CC(=O)Nc1ccc([N+](=O)[O-])cc1Cl	-0.83
Cc1nnc(-c2cc(-c3ccc(Cl)cc3)oc2C(F)(F)F)o1	0.13
COc1cccc2oc(-c3ccccc3)c(Br)c12	1.56
O=C(O)CCS(=O)(=O)CCC(=O)O	0.35
Cc1cc(C)nc(NCc2ccc(Cl)cc2)n1	-0.02
CC(c1cc2ccccc2s1)N(O)C(N)=O (configuration not stated)	0.24
O=C(N/N=C/c1cc([N+](=O)[O-])ccc1N1CCCC1)c1ccccc1	-0.89
O=C1CCc2ccc(OCCCCN3CCN(c4cccc(Cl)c4Cl)CC3)cc2N1	0.35
Cc1ccc2cc(-c3noc(CC(C)C)n3)c(=O)[nH]c2c1	1.52
CCC(=O)NCc1ccc(Cl)cc1Cl	-1.34
COc1ccccc1-c1coc2ccccc2c1=O	0.12
CCOCCOC(=O)C1=C(C)NC2=C(C(=O)CC(C)(C)C2)C1c1ccc(O)c(OCC)c1 (configuration not stated)	-0.34
CC(=O)Oc1cccc(-c2nc3ccc(OC(C)=O)cc3c(=O)o2)c1	0
NS(=O)(=O)c1cccc2cc(C(=O)O)c(O)cc12	-1.9
Cc1sc2c(c1C)C(O)=C(C(=O)Nc1cccc(Cl)c1)S(=O)(=O)N2C	2.36
O=c1[nH]c2ccc(S(=O)(=O)NCCc3ccc(F)cc3)cc2[nH]1	1.93
CCc1c(C)nc(N2CCN(Cc3ccc4c(c3)OCO4)CC2)[nH]c1=O	3.92*
O=c1cc(CSc2nnnn2-c2ccccc2)[nH]c2nc3ccccc3n12	-1.35
Cc1cc(NC(=O)c2cc(C)oc2C)on1	1.1
CSc1cc(=O)c2ccccc2s1	1
CCOC(=O)C(=CNc1ccc(C(=O)OC)o1)C(=O)OCC	0.79
CCN(c1cccc2ccccc12)S(=O)(=O)c1ccc2c(c1)OCC2	-1.34
Cc1ccc2c(C)nc(Nc3ncc4c(n3)CC(c3ccco3)CC4=O)nc2c1 (configuration not stated)	-0.25
CC1C(c2ccccc2)OCCN1C(=O)CCC(=O)N1CCOC(c2ccccc2)C1C (configuration not stated)	5.63*
S=C(NCC1CCCO1)N/N=C/c1cccnc1 (configuration not stated)	1.6
CSc1nnc2c(n1)OC(c1ccco1)N(C(C)=O)c1ccccc1-2 (configuration not stated)	1.31
Cc1ccc(Nc2nc(=O)c3cccnc3s2)c(Br)c1	1.67
Clc1ccccc1-c1csc(NCC2CCCO2)n1 (configuration not stated)	1.47
CSc1nc(C)nc(N/C=C(\C#N)S(C)(=O)=O)n1	-0.72
Cc1nn(CNC(=O)Nc2ccc(F)cc2F)c(C)c1Br	-0.84
Cc1oc2ccc(OC(C)C(=O)O)cc2c1C(=O)O (configuration not stated)	0.81

Next results
SMILES	Dicer inh
Oc1ccccc1C=Nc1ccc(OC(F)(F)F)cc1	0.8
COc1cc(NC(=O)CCC(=O)O)nc(OC)n1	2.29
Cc1cc(C)c(S(=O)(=O)N2CCN(Cc3ccc4c(c3)OCO4)CC2)c(C)c1	-1.27
COC(=O)c1c(C)nn(C)c1-c1snnc1C	1.94
Cc1ccc(S(C)(=O)=NC(=O)Nc2ccc(Cl)cc2)cc1 (configuration not stated)	0.02
CN1CCN(c2ccc(CNC(=O)c3ccc4c(c3)OCCO4)cc2)CC1	-0.54
O=S(=O)(Nc1ccccc1N1CCOCC1)c1ccc(-c2ccccn2)s1	4.78*
CC(C)CCNC(=O)Oc1ccccc1	-1.13
CN(C)c1nc(NC(C)(C)C)nc(Oc2ccc(=O)[nH]n2)n1	9.86
CC(C)(C)c1ccc(-c2nnc(-c3cccc([N+](=O)[O-])c3)o2)cc1	-0.2
COC(=O)COc1ccc2oc(-c3ccc(OC)cc3)cc(=O)c2c1	0.2
CN1C(=O)c2cccc3c(S(=O)(=O)NCCCCCC(=O)O)ccc1c23	-1.64
Cn1c(N)c(C(C[N+](=O)[O-])c2ccc(Cl)cc2Cl)c(=O)n(C)c1=O (configuration not stated)	3.43*
O=C(c1ccccc1)c1cc(Cl)ccc1NC(=S)Nc1cccc(Cl)c1	-0.48
COc1ccc(C2/C(=C(/O)c3ccc(Cl)cc3)C(=O)C(=O)N2CC(C)C)cc1OC (configuration not stated)	-0.29
COC(=O)c1cc(OC)c(OC)cc1N1C(=O)c2ccccc2C1=O	0.34
OCC1c2ccccc2Oc2ccccc21	-0.34
CCCCCc1ccc(C(=O)CC2(O)C(=O)Nc3ccc(Br)cc32)cc1 (configuration not stated)	1.28
CCOC(=O)NC(=S)N/N=C/c1ccccn1	-0.27
CCCC(Nc1ncnc2ccccc12)C(=O)O (configuration not stated)	0.39
Cc1ccc(C)c(S(=O)(=O)N2CCC(C)CC2)c1	-0.73
Cc1ccc(C2C(C(=O)c3ccccc3)=NOC23C(=O)c2ccccc2C3=O)cc1 (configuration not stated)	1.27
CC(=O)Oc1cc2c(C(=O)N3CCCC3)c(C)oc2c2ccccc12	-1.07
O=C(CSc1nnc(-c2ccco2)n1-c1ccccc1Cl)c1cccc([N+](=O)[O-])c1	0.04
Cc1cc(OC(=O)c2sc3ccccc3c2Cl)c2cc(F)ccc2n1	-0.48
CCOC(=O)CCCn1c(NCc2ccccc2)nc2c1c(=O)n(C)c(=O)n2C	0.2
CCOC(=O)[C@@H]1Nc2ccc(C(=O)O)cc2[C@@H]2C=CC[C@H]12	0.01
C=CCOc1ccc(C2c3c(oc4ccccc4c3=O)C(=O)N2CCCN2CCOCC2)cc1OC (configuration not stated)	0.04
O=C(Nc1ccccc1Sc1nc2ccc(Cl)cc2s1)c1ccc(F)cc1	-3.76
N=c1scc(-c2ccccc2)n1-c1ccc(Cl)cc1Cl	1.99
Cc1cc(NC(=O)c2ccccc2)n(-c2ccccc2)n1	-1.14
CCNC(=S)Nc1sc2c(c1C#N)CCC(C)C2 (configuration not stated)	-1.26
CCOC(=O)c1c(-c2ccc(Br)cc2)csc1NC(=O)c1cccs1	-1.01
O=c1c(=CNc2ccccc2)c(=O)c2cccc3cccc1c32	0.59
Clc1ccc(N2CCN(C3=Cc4ccccc4CC3)CC2)cc1Cl	-0.75
CC(=O)N1N=C2c3ccccc3CCC2C1c1ccc(F)cc1 (configuration not stated)	0.76
c1ccc2c(c1)nc1n2CN(CCCN2CCOCC2)CN1	1.17
COc1ccc(Br)cc1/C=C(\C#N)C(N)=O	1.13
CCSCCOC(=O)C1=C(C)NC2=C(C(=O)CC(c3ccccc3)C2)C1c1ccccc1F (configuration not stated)	3.95*
COc1ccc(C2Nc3ccccc3-c3cc(C)nn32)cc1 (configuration not stated)	1.8
N#Cc1c(NC(=O)c2cc3ncc(Br)cn3n2)sc2c1CCCC2	-0.44
COC(=O)C1=C(C(=O)OC)SC(=C2C(=S)C(C)(C)N(C(=O)C3CC3)c3ccccc32)S1	1.37
CCCCOC(=O)C1=C(C)NC2=C(C(=O)CC(C)(C)C2)C1c1ccccc1OCC (configuration not stated)	-1.28
COC(=O)CC1=NN(c2nc(C)cc(C)n2)C(=O)C1	-2.26
Cc1ccc(C(=O)OCCSc2ccc(C(F)(F)F)cn2)cc1	0.16
CSc1nc2n(n1)C(=O)CC(C)(C)N2	-0.73
CC1CCC(C(C)C)C(OCC(O)CNC(C)C)C1 (configuration not stated)	32.4
CS(=O)(=O)/C(C#N)=C/c1cccn1S(=O)(=O)c1ccccc1	-0.31
COc1ccccc1CC(=O)Nc1ccc2ccccc2n1	-0.4
CCOC(=O)c1ccc(-n2c(=S)[nH]c3ccccc32)cc1	0.48

Reformatted: entries from further up
O=C(OCCS(=O)(=O)c1ncccc1Cl)c1cccc(Cl)c1
  Dicer inh: -0.34

Cc1nnc(-c2cc(-c3ccc(Cl)cc3)oc2C(F)(F)F)o1
  Dicer inh: 0.13

The list goes on.
SMILES	Dicer inh
CC(=O)c1ccc(OC(=O)c2ccc(Cl)cc2)cc1OC(=O)c1ccc(Cl)cc1	0.89
COc1ccc(NC(=O)C2=NNC(=O)CC2)cc1	-0.6
CCSc1nnc2c(n1)OC(c1ccc(C(=O)O)cc1)Nc1ccc(Br)cc1-2 (configuration not stated)	-0.46
COC(=O)c1ccc([N+](=O)[O-])cc1Cl	0.03
O=C(c1cccnc1)N(c1ccc2oc(=O)sc2c1)S(=O)(=O)c1ccc(F)cc1	10.8*
CCOc1ccccc1N1C(=O)C2C(c3ccc(C)cc3)OC3(C(=O)c4ccccc4C3=O)C2C1=O (configuration not stated)	-1.76
Cc1nn2c(=O)/c(=C/c3ccccc3Cl)sc2nc1=O	-0.34
CC(C)OC(=O)C1C(=O)CC(C)(O)C(C(=O)OC(C)C)C1/C=C/c1ccccc1 (configuration not stated)	0.74
COC(=O)c1cn(Cc2ccc(C(F)(F)F)cc2)cc(F)c1=O	0.44
CC(C(=O)O)c1ccc(-c2ccccc2)c(F)c1 (configuration not stated)	-0.02
CN(c1cnn(-c2ccc(Cl)cc2Cl)c(=O)c1Cl)N1CC(C)(C)C1=O	-0.39

Copied from the list:
Reading for COC(=O)c1cn(Cc2ccc(C(F)(F)F)cc2)cc(F)c1=O under Dicer inh: 0.44
Reading for CC(C(=O)O)c1ccc(-c2ccccc2)c(F)c1 (configuration not stated) under Dicer inh: -0.02
Reading for Cc1nn2c(=O)/c(=C/c3ccccc3Cl)sc2nc1=O under Dicer inh: -0.34

Source: PubChem BioAssay

A portion of the library (hit frequency here may not be typical).
